# Assay outcomes from PubChem BioAssay.
# OX1R antag-1 = human HCRTR1 antagonism; O43613; inhibition, % at 5 µM; CHO/OX1R cells, Fluo-8 calcium fluorescence, orexin A; 0.43% of 330,000 active; AID 434989;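 active means inhibition above its plate's threshold, mean inhibition of all tested compounds on the plate plus 3 SD, cut at about 37% in these data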;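 further: 0% = orexin A challenge wells and 100% = SB-334867-A antagonist wells; not every result past the cut was called active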
# Target sequence (O43613 whole entry, looked up): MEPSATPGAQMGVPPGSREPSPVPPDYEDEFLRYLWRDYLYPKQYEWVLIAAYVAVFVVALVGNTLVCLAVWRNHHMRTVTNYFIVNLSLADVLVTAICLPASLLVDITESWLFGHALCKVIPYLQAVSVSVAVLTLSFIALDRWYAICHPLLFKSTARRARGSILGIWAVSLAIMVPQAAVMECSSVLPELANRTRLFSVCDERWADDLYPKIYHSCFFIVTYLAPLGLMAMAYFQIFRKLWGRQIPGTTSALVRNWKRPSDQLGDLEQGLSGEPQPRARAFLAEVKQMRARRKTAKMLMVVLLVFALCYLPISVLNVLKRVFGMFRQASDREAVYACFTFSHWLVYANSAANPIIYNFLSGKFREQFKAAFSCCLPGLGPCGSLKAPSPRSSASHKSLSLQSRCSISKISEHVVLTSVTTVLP
# OX1R antag-2 = OX1R (human) antagonism; inhibition, % at 6.6 µM; O43613; AID 485270; 1.8% of 330,000 active; OX1R-expressing cells, FRET antagonist read-out; in the data active means inhibition mostly above about 38%, no sharp cut-off; inactive means mostly below about 40%;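 further: 0% = agonist challenge alone and 100% = reference antagonist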
# An asterisk follows results filed as active.
OX1R antag-1	OX1R antag-2	mol
-1	32	O=C(CSc1ccccc1)Nc1ccc(-c2nc3ccccc3[nH]2)cc1
-25	6	COc1cc(/C=N/Nc2ccc(Cl)nn2)cc(OC)c1O
-9	10	O=S(=O)(NCC1CCCO1)c1cnc(Cl)c(Cl)c1 (configuration not stated)
-8	3	CN(C)C(=S)Nc1ccc(Br)cc1Cl
-20	6	Cc1cc(C)c(OCC(=O)Nc2cccc(O)c2)cc1C
-12	14	COCc1nnc(NC(=O)CC(c2ccccc2)c2ccccc2)s1
-9	13	COc1ccccc1OCC(=O)Nc1ccc(NC(=O)COc2ccccc2OC)cc1
-3	17	CC(=O)c1cccc(NC2c3ccccc3C(=O)N2Cc2ccco2)c1 (configuration not stated)
-26	4	Cc1ccc(C(=O)Oc2ccccc2N2C(=O)C3CCCCC3C2=O)cc1 (configuration not stated)
-24	8	c1ccc(-n2c(-c3ccco3)nnc2N2CCOCC2)cc1
-2	2	COc1ccccc1C(=O)NCCC(=O)NCC1CCCO1 (configuration not stated)
-8	7	Cc1ccc(C)c(OCc2cc(C(=O)NC(c3ccccn3)C(F)(F)F)no2)c1 (configuration not stated)
-1	25	COc1ccc(C(=O)Nc2cccc([N+](=O)[O-])c2)cc1Br
-13	8	Cc1ccc(C)c(CSc2nnc([C@@H]3CCCN3)o2)c1
-12	-2	O=C(c1ccccc1)c1ccc2c(c1)OCCCO2
-6	10	COc1c(/C=N/Nc2ccc([N+](=O)[O-])cc2[N+](=O)[O-])c(C)nn1-c1ccccc1
-10	8	CC(=O)Nc1ccc(NC(=O)Oc2ccccc2)cc1
-8	-3	OCC1OC(n2cnc3ccccc32)CC1O (configuration not stated)
1	-2	COc1ccc(C(=O)O)cc1S(=O)(=O)N1CCCc2ccccc21
-26	10	CC(=O)N1CCN(c2nc3cc4c(cc3nc2NS(=O)(=O)c2ccccc2)OCCO4)CC1
-5	-2	C=CC[C@H](CC(=O)NCCO)C(=O)NCCOC(=O)[C@@H](CC=C)CC(=O)OC(C)(C)C
-7	1	Cc1onc(-c2c(F)cccc2Cl)c1C(=O)NCc1ccc(S(N)(=O)=O)cc1
-33	8	CCc1noc(C)c1C(=O)OCC(=O)N1CCc2ccccc21
-21	4	CCCCOc1ccc(N2C(=O)CC(NCc3ccncc3)C2=O)cc1 (configuration not stated)
-4	3	Oc1ccccc1-c1nc(NC2CCCC2)c2ccccc2n1
-34	4	COc1ccc(C(=O)CC(=O)c2ccccc2O)cc1
-18	27	CC1(C)CC(=O)c2sc(NS(=O)(=O)c3ccc(F)cc3)nc2C1
-10	19	COc1ccc(-c2nc(CSCC(=O)N3CCN(C4CCCCC4)CC3)c(C)o2)cc1OC
17	11	O=C(O)c1cccnc1SCC(=O)N1CCCc2ccccc21
-1	16	Cc1ccc(/C=C/C(=O)NCC2COc3ccccc3O2)o1 (configuration not stated)
-9	39	CSc1cccc(NC(=O)c2cccc3cccnc23)c1
4	1	CC(Sc1nncs1)C(=O)Nc1ccc(S(=O)(=O)Nc2ncccn2)cc1 (configuration not stated)
-12	3	CCOP(=O)(OCC)C(NC(=O)Nc1cccc(Cl)c1)C(N)=O (configuration not stated)
12	16	S=C(Nc1cccc(Cl)c1Cl)Nn1cnnc1
-11	21	CCOC(=O)c1c(NC(=O)Cn2ccsc2=N)sc(C)c1C
-21	4	Cc1ccc(C(=O)NCc2ccccc2F)cc1S(=O)(=O)N1CCCC1

# In the list so far, these have a furan ring, fused or not.
OX1R antag-1	OX1R antag-2	mol
-3	17	CC(=O)c1cccc(NC2c3ccccc3C(=O)N2Cc2ccco2)c1 (configuration not stated)
-24	8	c1ccc(-n2c(-c3ccco3)nnc2N2CCOCC2)cc1
-1	16	Cc1ccc(/C=C/C(=O)NCC2COc3ccccc3O2)o1 (configuration not stated)

# The list goes on:
OX1R antag-1	OX1R antag-2	mol
2	3	Cc1cc(NC(=O)CSCC(=O)OCc2nnc(-c3ccccc3)o2)no1
2	21	COc1ccc(/C=C2\SC(=S)N(CCCC(=O)N3CCOCC3)C2=O)cc1
-1	1	O=C(CC(O)CCc1ccccc1)c1ccc(O)cc1 (configuration not stated)
-31	25	CCOC(=O)C1CCN(S(=O)(=O)c2cccc(-c3cn4ccccc4n3)c2)CC1
4	16	Cc1ccc(/C=C/C(=O)Nc2cccc3cccnc23)o1
-8	8	COc1ccccc1N1C(=O)c2cccnc2C1=O
-3	15	CCOC(=O)C(C)Sc1nnc(-c2ccccc2O)n1-c1ccc(C)cc1 (configuration not stated)
-4	13	CCOC(=O)NC(C(F)(F)F)(C(F)(F)F)P(=O)(c1ccccc1)c1ccccc1
-13	10	COc1ccc(OC)c(NC(=O)c2cc(S(=O)(=O)N3CCCCC3)c[nH]2)c1
-3	10	N#C/C(=C\c1cccnc1)c1nc2ccccc2[nH]1
5	18	CC(Cc1ccccc1)Nc1ncnc2c1ncn2C1OC(CO)C(O)C1O (configuration not stated)
-6	10	CN(C)C(=O)c1nnc(Cc2ccc(Cl)cc2)o1
-14	15	COC(=O)c1ccc(/C=N\NC(=O)c2c(C)nc3ccc(Cl)cn23)cc1
-4	28	COCCCNC(=O)Cn1nnc(-c2ccc(NC(=O)c3ccc(F)cc3)cc2)n1
-13	21	Cc1ccccc1C(=O)Nc1nnc(CC(=O)N/N=C/c2ccncc2)s1
-2	2	Clc1ccc(C2=Nn3c(Cn4nnc5ccccc54)nnc3SC2)cc1
0	1	Cc1nnsc1Sc1cccc(C(F)(F)F)c1
10	3	Nc1nnc(CSCc2ccc(Cl)cc2)s1
-20	16	FC(F)(F)c1cc(-c2ccccc2)nc(NCC2CCCO2)n1 (configuration not stated)
-12	2	C/C(=N/OC(=O)C1CC12CCC2)c1ccc(Br)cc1 (configuration not stated)
-8	-4	CCC(=O)N/C(=N/c1nc(C)cc(C)n1)Nc1ccc(C)cc1
-12	18	O=C(Cc1ccccc1)N/N=C/c1ccc2c(c1)OCO2
4	10	CCOC(=O)/C(C#N)=C1/C=CN(C)C=N1
-23	5	Cc1ccc(S(=O)(=O)N2CCCCC2)cc1NC(=O)C1CCCO1 (configuration not stated)
-8	18	C#CCOCCOCCOCCNc1nc(N2CCN(C(=O)[C@H](Cc3ccc(O)cc3)n3cc([C@@H](N)CC(C)C)nn3)CC2)nc(N2CCN(C(=O)[C@H](Cc3ccc(O)cc3)n3cc([C@@H](N)CC(C)C)nn3)CC2)n1
-20	5	COc1ccc(-c2[nH]ncc2CNCCc2ncccc2C)cc1F
1	18	COC(=O)CCCCCCCCCC[N+]1(C)CCCCC1
-48	4	Cc1nn(-c2ccccc2)c2c1C(=O)N(Cc1ccccc1)C(=O)C(C)(C)C2
-14	33	Nc1cc(-c2nn[nH]n2)ccc1F
-16	8	Cc1ccc(NC(=O)CSc2ccc3nnc(-c4cccnc4)n3n2)cc1
-18	3	O=C(Nc1c(C(=O)N2CCOCC2)oc2ccccc12)c1cccc([N+](=O)[O-])c1
-27	-2	O=C(COc1ccc(Br)cc1CNCCc1ccccc1)NCc1ccccc1
-36	17	CN(C)c1ccc(N=Cc2ccco2)cc1
-6	22	COc1ccc(NC(=O)c2cnn(-c3ccccc3)c2C)c(OC)c1
-15	21	O=C(NCC(c1ccco1)N1CCc2ccccc21)c1ccc([N+](=O)[O-])cc1 (configuration not stated)
-14	11	O=C(Cc1ccccc1Cl)Nc1ccc(S(=O)(=O)N2CCOCC2)cc1

# Five entries from above, sorted by the value under OX1R antag-2, rising:
OX1R antag-1	OX1R antag-2	mol
-27	-2	O=C(COc1ccc(Br)cc1CNCCc1ccccc1)NCc1ccccc1
2	3	Cc1cc(NC(=O)CSCC(=O)OCc2nnc(-c3ccccc3)o2)no1
-21	4	CCCCOc1ccc(N2C(=O)CC(NCc3ccncc3)C2=O)cc1 (configuration not stated)
-3	10	N#C/C(=C\c1cccnc1)c1nc2ccccc2[nH]1
5	18	CC(Cc1ccccc1)Nc1ncnc2c1ncn2C1OC(CO)C(O)C1O (configuration not stated)

# Following part.
OX1R antag-1	OX1R antag-2	mol
-26	29	COC(=O)c1cc(Cl)c(NC(=O)c2cc3ccccc3o2)cc1OC
-6	25	COCCCNC(=S)N/N=C/c1ccc(N(C)C)cc1Cl
-11	17	COC(=O)c1ccc(CNC(=O)CSc2nnc(COc3ccccc3)n2C)o1
-22	20	O=C(CCCNC(=O)c1ccc(Cl)cc1)Nc1cccc(F)c1
-22	24	CCOC(=O)Cc1csc(NC(=O)c2cc(C)cc(C)c2)n1
7	-1	CC(C)NC(=O)Cn1cc(C(=O)COc2ccccc2)c2ccccc21
-18	15	COc1ccc(OC)c(NC(=O)C2CCN(c3cc(-c4ccccc4)nc4ncnn34)CC2)c1
-8	9	O=C(NC(=S)NCC1CCCO1)c1ccccc1Br (configuration not stated)
-21	12	O=C(c1ccccc1F)N1CCCc2ccccc21
0	31	O=c1c2ccccc2nnn1CSc1nc2ccccc2[nH]1
9	11	O=C(Nc1cccc(C(F)(F)F)c1)c1ccc(Cn2cc(Br)cn2)o1
-7	14	Cc1csc(NC(=O)CSc2nc3nc(C)cc(C)n3n2)n1

# Among those listed so far, two have a cyano group:
OX1R antag-1	OX1R antag-2	mol
-3	10	N#C/C(=C\c1cccnc1)c1nc2ccccc2[nH]1
4	10	CCOC(=O)/C(C#N)=C1/C=CN(C)C=N1

# Compound profiles, from the list above:
# O=C(Nc1c(C(=O)N2CCOCC2)oc2ccccc12)c1cccc([N+](=O)[O-])c1 as listed: OX1R antag-1 = -18; OX1R antag-2 = 3
# COc1ccccc1C(=O)NCCC(=O)NCC1CCCO1 (configuration not stated) as listed: OX1R antag-1 = -2; OX1R antag-2 = 2

# (continued)
OX1R antag-1	OX1R antag-2	mol
4	7	Cc1cnc(C(=O)OCC(=O)c2ccccc2)cn1
-2	14	CC(NC(=S)NCc1ccc(F)cc1)C12CC3CC(CC(C3)C1)C2 (configuration not stated)
-13	21	CCCc1ccc(NC(=O)C2CCN(c3cnccn3)CC2)cc1
50*	33	O=S(=O)(NCc1ccccc1)c1ccc(S(=O)(=O)N(Cc2ccccn2)C2CCCC2)cc1
-26	21	CCCc1cc(=O)[nH]c(SCC(=O)N(C)CC(=O)Nc2ccc(C)cc2)n1
-24	15	Cc1cc2ncn(-c3ncnc4scc(-c5ccccc5)c34)c2cc1C
-1	8	C/C(O)=c1/cnc2nc3ccccc3n2c1=O
5	16	Cc1cc(-n2nc(C)cc2C)n2nc(C)c(-c3ccc(Cl)cc3)c2n1
3	5	Cc1nnc(SCC(=O)NC(=O)Nc2ccc3c(c2)OCCO3)s1
-1	0	C=CCn1c(=S)[nH]c2cc(C(=O)NCCc3ccc(S(N)(=O)=O)cc3)ccc2c1=O
-14	12	CN(C)/C=C(/C(=O)c1ccc(Cl)cc1Cl)S(=O)(=O)c1ccc(Cl)cc1
-18	28	N#Cc1c(NC(=O)C2CC(c3ccccc3Cl)=NO2)sc2c1CCC2 (configuration not stated)
-20	5	CCC(=O)N1CCc2cc(S(=O)(=O)Nc3ccccc3C)ccc21
-5	11	COc1ccc(C(=O)Nc2ccc(NC(=O)c3ccccc3)cc2)cc1S(=O)(=O)N1CCOCC1
-20	5	OCC1(Cc2ccccc2C(F)(F)F)CCN(Cc2ccncc2)CC1
-3	9	Cc1cc(C)cc(OCc2nnc(SCC(=O)NC3CC3)n2C)c1
-1	11	CC(/C=N/NC(=O)c1ccncc1)=C\c1ccc(C(C)C)cc1
-15	16	CCN1CCN(Cc2c(C(=O)N/N=C(\C)c3ccc(Cl)c(Cl)c3)nnn2-c2nonc2N)CC1
-12	6	COc1ccc(N(CC(=O)Nc2ccc3c(c2)OCO3)S(C)(=O)=O)c(OC)c1
18	9	COc1ccccc1NS(=O)(=O)c1cc(NC(=O)c2cc(F)c(F)c(F)c2F)ccc1N1CCOCC1
-7	4	Cc1cccc2c(N=Nc3ccc(S(=O)(=O)Nc4ccc(Cl)cc4)cc3[N+](=O)[O-])c(O)[nH]c12
-11	21	CN1CC(=O)N2[C@H](c3ccc4c(c3)OCO4)c3[nH]c4ccccc4c3C[C@@H]2C1=O
-24	11	CCc1cccc(CC)c1NC(=O)C[n+]1cccc(C(N)=O)c1
2	8	O=C(CSc1nnnn1-c1ccc(Cl)cc1)NC(=O)Nc1ccc2c(c1)OCCO2
7	43*	CCc1ccc(-c2cc(C)no2)cc1S(=O)(=O)NCCc1ccc(OC)c(OC)c1
0	-6	COc1ccc2c(OC)cc(=O)n(C)c2c1
-24	2	COC(=O)[C@]1(Cc2ccccc2)N[C@H](c2ccc(-c3ccc(Cl)c(Cl)c3)cc2)[C@@H]2C(=O)N(C)C(=O)[C@@H]21
-14	19	O=C(Cn1cc(C(F)(F)F)ccc1=O)N/N=C/c1cccc(Cl)c1
10	12	CC(=O)Nc1ccc(N=Nc2ccc(O)cc2)cc1
-4	2	Cc1nc2sccn2c(=O)c1S(=O)(=O)NCCc1ccccc1
-35	16	Cc1ccccc1Cn1c(=O)n(Cc2ccco2)c(=O)c2ccccc21
-14	12	CC(C)(C)C(=O)O/N=C(\N)c1ccc(-c2csnn2)cc1
-15	11	CC(=O)c1cccc(NC(=O)c2sc(Cl)nc2C)c1
-7	12	CC(C)C(=O)Nc1ccc(N2CCN(c3ccc(F)cc3)CC2)cc1
-11	9	COc1ccc(S(=O)(=O)NCc2ccc3c(c2)OCO3)cc1C(=O)O
0	-2	CSCCC1NC(=O)N(CC(=O)Nc2cc(C)on2)C1=O (configuration not stated)
-13	23	O=C(NCCN1CCOCC1)c1cc([N+](=O)[O-])ccc1Cl
-7	14	Cc1cc(Br)ccc1NC(=O)CN1C(=S)NC(C)(C)CC1C (configuration not stated)
-13	6	Nc1ccc(C(=O)N/N=C/c2c[nH]c3ccccc23)cc1
0	7	O=C(Cc1cccs1)Nc1nnc(COc2ccccc2)s1
-10	5	O=C(Nc1cc(S(=O)(=O)N2CCCCC2)ccc1N1CCCCC1)C1CC1
-17	14	CCOc1ccc(-c2nc(C#N)c(NCc3ccco3)o2)cc1
-22	0	O=C(NCc1ccccc1)C(c1ccncc1)N(C(=O)c1csnn1)c1cccc(F)c1 (configuration not stated)
-3	5	COCCN1C(=O)N[C@@H](c2cccc(C(F)(F)F)c2)C(C(=O)OC)=C1C
-18	29	CC(NC(=O)c1ccccc1F)c1cccc2ccccc12 (configuration not stated)

# Compounds as they come. About 2.1% of those tested had a hit in this group.
